FEN1 inh = inhibitors of human flap endonuclease 1 | P39748 | Recombinant FEN1 flap cleavage, fluorescence, 15 min | Potency, µM (titrated, usually from 114 µM), without a hit: at the top dose activity change, negative = inhibition, actives largely listed as inhibitors | actives 0.35% (n = 390,000) | AID 588795; further: nearly all actives have a fitted effect of over 65% in size
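Nuclease activity of 10 nM FEN1 was measured after 15 min of room-temperature exposure to titrated compounds, by adding 50 nM flap substrate and reading plates at 0 and 15 min.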
TDP1 cell CPT = DT40-hTDP1 cell growth loss with CPT; chicken DT40 Tdp1-/-;hTDP1 cells + 20 nM CPT, ATP luminescence, 48 h; Potency, µM (doses to about 46.2 µM), for inactives: top-dose activity change, negative = growth inhibition, most hits filed as inhibitors; actives 12% (n = 420,000); further: nearly all actives have a fitted effect of over 55% in size
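Cell growth measured by CellTiter-Glo luminescence after a minimum 48 h, 37 C compound exposure with 20 nM CPT in Tdp1-knockout DT40 cells stably expressing hTDP1, seeded 400/well; qHTS titration format.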
GCN5L2 inh = inhibitors of human GCN5L2 histone acetyltransferase | Q92830 | GCN5L2 HAT assay, ThioGlo1 CoA-SH fluorescence | Potency, µM (top dose mostly 58.9 µM), for inactives: at the top dose activity change, negative = inhibition, actives largely listed as inhibitors | actives 0.21% (n = 390,000)
Target sequence (Q92830 whole entry, looked up): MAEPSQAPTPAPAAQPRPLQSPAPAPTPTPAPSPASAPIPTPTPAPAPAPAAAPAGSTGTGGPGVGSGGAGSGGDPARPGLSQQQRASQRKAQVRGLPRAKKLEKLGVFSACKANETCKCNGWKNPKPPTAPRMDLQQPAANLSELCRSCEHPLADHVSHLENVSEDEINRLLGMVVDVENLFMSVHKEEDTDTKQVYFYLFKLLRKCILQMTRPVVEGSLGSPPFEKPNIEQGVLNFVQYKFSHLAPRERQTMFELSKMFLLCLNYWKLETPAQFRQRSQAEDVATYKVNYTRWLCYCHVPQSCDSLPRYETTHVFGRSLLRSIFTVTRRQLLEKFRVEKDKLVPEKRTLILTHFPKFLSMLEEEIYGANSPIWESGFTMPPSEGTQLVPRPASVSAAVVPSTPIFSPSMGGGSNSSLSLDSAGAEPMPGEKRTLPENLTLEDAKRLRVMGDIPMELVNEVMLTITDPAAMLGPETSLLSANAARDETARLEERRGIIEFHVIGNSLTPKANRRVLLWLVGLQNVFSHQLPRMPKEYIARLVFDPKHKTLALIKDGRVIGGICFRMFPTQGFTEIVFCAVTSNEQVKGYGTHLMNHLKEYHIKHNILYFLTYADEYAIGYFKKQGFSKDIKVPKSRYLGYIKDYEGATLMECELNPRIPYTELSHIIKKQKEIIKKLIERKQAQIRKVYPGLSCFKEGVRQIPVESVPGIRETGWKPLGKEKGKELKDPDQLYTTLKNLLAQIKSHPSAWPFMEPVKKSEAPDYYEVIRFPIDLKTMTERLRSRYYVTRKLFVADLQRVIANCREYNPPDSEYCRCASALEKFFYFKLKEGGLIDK
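GCN5L2 (20nM final) in 50mM HEPES, 0.1mM EDTA pH 7.5, 0.01% Tween-20 was preincubated 15 min at room temperature with compound, then given ThioGlo1 (50uM), H3(1-25) peptide (75uM) and acetyl-CoA (70uM); CoA-thiol fluorescence (Ex340/Em540) was read at 0 and 20 min.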
Numbers without * were called inactive; ? = inconclusive; · = no result given; & = joins results of further samples; [ ] = another dose, or the depositor's remark. The call rests on the fitted dose curve; in most records, active means well fitted curve in the direction sought with a large enough effect; inconclusive means small, poorly fitted or top-dose-only effect, or another doubt; inactive means no such curve, though single readings can be large; an effect the other way counts as inactive or inconclusive. On the % scale 0 is the no-effect control and ±100 the full control effect; potency means the concentration at half of the fitted maximal effect. The list is partial (hit frequency here may not be typical).

SMILES	FEN1 inh	TDP1 cell CPT	GCN5L2 inh
CCCN1CNc2c(c(=O)[nH]c(=S)n2CCc2cc(Cl)cc(Cl)c2)C1	13%	5.6µM*	·
CCN(CC(=O)NC1CCS(=O)(=O)C1)S(=O)(=O)c1c(C)c(C)cc(C)c1C (stereo not given)	3%	3%	1%
CCN(CC)CCN1C(=O)c2ccccc2NC1c1ccccc1F (stereo not given)	-8%	-12%	-6%
COc1ccc2c(Cl)c(C(=O)NN3CCN(C)CC3)sc2c1	2%	?	-7%
Cc1cc(C)nc(SCc2cc(=O)c(OC(=O)c3cccc([N+](=O)[O-])c3)co2)n1	-3%	1%	4%
O=C(O)C1(O)C[C@H](O)C(O)[C@@H](O)C1 (stereo not given in full)	21%	-6%&24%	-7%
Cc1cc2c(cc1C)C(c1cc(Br)ccc1F)CC(=O)N2 (stereo not given)	-6%	?	-3%
Cc1ccc(S(=O)(=O)Nc2nc(C)c(NC(=O)Nc3ccc(Cl)cc3Cl)s2)cc1	-12%	-8%	-10%
CC1(C)Cc2c(C#N)c(SCc3ccccc3)nc(N3CCOCC3)c2CO1	-7%	?	?
CC1=C(C)C(=O)N(CCC(=O)O)C1=O	9%	-17%	2%
CCN(C(=O)COC(=O)c1cccnc1SC)C1CCS(=O)(=O)C1 (stereo not given)	2%	-7%	2%
Cc1ccc(C(=O)Nc2ccc(C(=O)N/N=C/c3c[nH]c4ccccc34)cc2)cc1	8%	?	-8%
CCOc1ccc2[nH]c3c(NCCO)ncnc3c2c1	?	-14%	-3%
COc1ccc(NC(=O)c2ccc(S(=O)(=O)N3CC(C)CC(C)C3)cc2)cc1S(N)(=O)=O (stereo not given)	15%	-21%	-7%
Cc1ccc(-c2cc(-c3ccc(Cl)cc3)c(C#N)c(N)n2)o1	6%	6.5µM*	?
Cc1ccc(NC(=S)N2CCN(c3ncccn3)CC2)cc1C	-9%	4%	46%[activator]
CCOC(=O)c1nn(-c2cccc(C)c2)c2nc(-c3ccccc3)c(C#N)c(=O)n12	-9%	?	-14%
COc1ccc(NC(=O)CSc2nc(-c3ccco3)nc3cc(=O)[nH]n23)cc1Cl	-18%	-3%	-22%
Cn1c(=O)c2cc(S(=O)(=O)Nc3ccc4c(c3)OCO4)ccc2n(C)c1=O	-6%	2.1µM*	-15%
CC(NC(=O)c1cccc(S(=O)(=O)N2CCN(Cc3ccccc3)CC2)c1)c1ccc(Br)cc1 (stereo not given)	-10%	?	-18%
NC(=O)Cn1cc(C(=O)c2cccs2)c2ccccc21	-5%	9%	2%
Cn1c(=O)c2c(nc(N3CCOCC3)n2CC(=O)C23CC4CC(CC(C4)C2)C3)n(C)c1=O	2%	?	-7%
Cc1[nH]c(=O)[nH]c(=O)c1S(=O)(=O)N1c2ccc(F)cc2CCC1C (stereo not given)	4%	5%	-12%
CCn1c(=N)n(CCOc2ccc(Br)cc2)c2ccccc21	-16%	5.8µM*	-1%
Cc1ccc(Cn2ccn(Cc3ccccc3F)c(=O)c2=O)cc1	17%	-11%	-12%

Whole records, looked up by structure.
Profile of `Cc1[nH]c(=O)[nH]c(=O)c1S(=O)(=O)N1c2ccc(F)cc2CCC1C` (stereo not given) : FEN1 inh = 4%; TDP1 cell CPT = 5%; GCN5L2 inh = -12%
Profile of `O=C(O)C1(O)C[C@H](O)C(O)[C@@H](O)C1` (stereo not given in full) : FEN1 inh = 21%; TDP1 cell CPT = -6%&24%; GCN5L2 inh = -7%
Profile of `Cc1cc2c(cc1C)C(c1cc(Br)ccc1F)CC(=O)N2` (stereo not given) : FEN1 inh = -6%; TDP1 cell CPT = ?; GCN5L2 inh = -3%

(continued)
SMILES	FEN1 inh	TDP1 cell CPT	GCN5L2 inh
CC(=O)c1cccc(-c2csc(N3CCC(C(N)=O)CC3)n2)c1	3%	·	-2%&3%
CC(C)=CC1C(C(=O)Nc2ccc(Br)cn2)C1(C)C (stereo not given)	-2%	?	-6%
COc1ccc(OC(=O)CSc2nnc(-c3ccc(F)cc3)o2)cc1	3%	-2%	-7%
Cc1cccn2c(=O)cc(CSc3nnc(NC(=O)COc4ccc(F)cc4)s3)nc12	9%	5%	0%
Cc1cc(Nc2cccc(C(F)(F)F)c2)nc2ccc(NC(=O)c3cccnc3)cc12	1%	4.1µM*	-16%
Cc1ccccc1NC(=O)N(O)C1(C#N)CCCCC1	5%	0%	·
CCC(C)NC(=O)C(=O)NC1CCCC1 (stereo not given)	3%	26%	-1%
C#CCCCCCCCCC(=O)NCCCC	16%	?	-2%
O=C(c1ccc2nc(-c3ccco3)c(-c3ccco3)nc2c1)N1CCN(c2ncccn2)CC1	-15%	?	-10%
Cc1c(NS(=O)(=O)c2cc(C(=O)NCC3CCCO3)cc(Cl)c2Cl)c(=O)n(-c2ccccc2)n1C (stereo not given)	-3%	3%	-7%
COc1ccc(C2C(C(=O)OC3CCCCC3)=C(C)Nc3nnnn32)c(OC)c1OC (stereo not given)	-9%	-7%	0%
CS(=O)(=O)N(CC(=O)N1CCN(c2cccc(Cl)c2)CC1)C1CCCCC1	-15%	-28%	-13%
COC(=O)c1nc(NC2=NCCCCC2)n[nH]1	5%	0%	-1%
Cc1ccc(NC(=S)N2CCC(NC(=O)c3ccccc3)CC2)cc1	0%	-3%	-1%
COc1ccc(NC(=O)CSc2nc(C)cc(C)c2C(=O)Nc2ccccc2OC)cc1	-15%	?	1%
CCCc1cc(N2CCC(C(N)=O)CC2)nc(-c2ccccc2)n1	9%	10%	-3%
O=S(=O)(c1ccccc1)n1c(C(O)c2ccccn2)cc2ccccc21 (stereo not given)	2%	-22%	-3%
CC(C)CNS(=O)(=O)c1ccc(OCC(=O)NCC2CCCO2)c(Cl)c1 (stereo not given)	0%	0%	0%
O=C(CSc1nnc(NC2CCCCC2)s1)N1CCOCC1	1%	1%	-2%
CC(=O)c1c(C)[nH]c(C(=O)CSc2ncnc3sc(-c4ccccc4)cc23)c1C	3%	9.2µM*	-1%
O=C(NCC(c1ccco1)N1CCCC1)c1cn(-c2ccccc2)nc1-c1ccc(F)cc1 (stereo not given)	-1%	16µM*	0%
Cc1cc(C)c2c(N)c(C(=O)Nc3ccccc3Cl)sc2n1	7%	?	·
CC(NS(=O)(=O)/C=C/c1ccccc1)c1ccccc1 (stereo not given)	-3%	2%	-8%
Cn1c(SCC(=O)N/N=C/c2ccco2)nc2ccccc21	21%	-13%	-1%
COc1ccc(OC)c2c(=O)cc(C(=O)O)[nH]c12	1%	5%	-2%

Copied from the list.
Cc1ccccc1NC(=O)N(O)C1(C#N)CCCCC1 in TDP1 cell CPT → 0%
CCCc1cc(N2CCC(C(N)=O)CC2)nc(-c2ccccc2)n1 in FEN1 inh → 9%
COc1ccc(OC)c2c(=O)cc(C(=O)O)[nH]c12 in GCN5L2 inh → -2%
CC(=O)c1cccc(-c2csc(N3CCC(C(N)=O)CC3)n2)c1 in FEN1 inh → 3%
COc1ccc(C2C(C(=O)OC3CCCCC3)=C(C)Nc3nnnn32)c(OC)c1OC (stereo not given) in FEN1 inh → -9%

4 compounds from above, sorted by number of heavy atoms, descending.
SMILES	FEN1 inh	TDP1 cell CPT	GCN5L2 inh
CC(=O)c1c(C)[nH]c(C(=O)CSc2ncnc3sc(-c4ccccc4)cc23)c1C	3%	9.2µM*	-1%
CS(=O)(=O)N(CC(=O)N1CCN(c2cccc(Cl)c2)CC1)C1CCCCC1	-15%	-28%	-13%
CC(=O)c1cccc(-c2csc(N3CCC(C(N)=O)CC3)n2)c1	3%	·	-2%&3%
O=C(CSc1nnc(NC2CCCCC2)s1)N1CCOCC1	1%	1%	-2%

Continuation.
SMILES	FEN1 inh	TDP1 cell CPT	GCN5L2 inh
O=C(NCc1cccc(Br)c1)c1cnn(-c2ccc(F)cc2)c1-n1cccc1	0%	·	-4%
O=C1[C@H](c2ccccc2)[C@@H](c2ccccc2)N1c1ccncc1	7%	15µM*	-2%
O=C1NC(=O)C(Cc2ccc(Cl)cc2)(c2ccccc2)N1 (stereo not given)	12%	-6%	·
CC(=O)c1ccc(NC(=O)Cn2ncc3c4ccccc4n(Cc4ccccc4)c3c2=O)cc1	-12%	4%	2%
CCN1C(=O)C2(SC(NC(C)=O)=NN2C(C)=O)c2cc(C)cc(C)c21 (stereo not given)	4%	-28%	-1%
O=C(Nc1ccc(F)cc1)c1cccc(N2C(=O)C3C4C=CC(C4)C3C2=O)c1 (stereo not given)	15%	-8%	0%
CCN(CC)CCCNC(=S)N(Cc1cccs1)Cc1cc2cc3c(cc2[nH]c1=O)OCCO3	5%	-29%	-1%
Cc1ccccc1C(=O)NNC(=O)Cc1cccc2ccccc12	-1%	4%	-3%
O=S(=O)(Nc1ccc2c(c1)OCCO2)c1cccc2cccnc12	-1%	-20%	-11%
O=C(NCCCO)C(=O)NCc1ccccn1	1%	4%	-2%
COc1ccc(C(CNC(=O)c2ccc(S(=O)(=O)Nc3cccc(C)c3C)cc2)N2CCOCC2)cc1 (stereo not given)	-2%	?	·
COc1ccc(CCC(=O)Nc2ccc3c(c2)OCO3)cc1	0%	10%	0%
COc1ccccc1-n1ncc2c(=O)[nH]c(SCC(=O)Nc3cccc(F)c3)nc21	1%	-5%	-5%
CC(=O)N1CCOc2cc(S(=O)(=O)NCc3ccccc3Cl)c(C)cc21	1%	3%	-3%
O=c1cc(N2CCCCC2)[nH]c(=O)n1C1CCCCC1	-16%	-19%	-3%
CC(=O)Nc1ccc(NC(=O)C2CC(=O)Nc3ncnn32)cc1 (stereo not given)	-7%	-5%	-16%
Cn1c(N)c(N=O)c(=O)n(C)c1=O	-16%	-1%	-1%
CC(NC(=O)CCC(=O)c1ccccc1)c1ccc(F)cc1 (stereo not given)	2%	-18%	-10%
Cc1ccc(C(=O)C(OC(=O)CNS(=O)(=O)c2ccccc2)c2ccccc2)cc1 (stereo not given)	-19%	4%	-5%
CCn1cc(C(=O)NCc2ccco2)c2cc(OC)c(OC)cc2c1=O	5%	-21%	-4%
COc1ncc2nc(-c3cc(F)cc(F)c3)c(=O)n(CCC#N)c2n1	·	-1%	-23%
CCCS(=O)(=O)N1CCCC(C(=O)NCCCN(C)Cc2ccccc2)C1 (stereo not given)	8%	-3%	7%
COc1cccc(CNC(=O)c2cc3oc4ccccc4c3n2C)c1OC	0%	-14%	-3%[0.501 µM]
COc1cc(C(O)P(=O)(OCCC(C)C)c2ccc(N(C)C)cc2)cc(OC)c1OC (stereo not given)	-3%	?	-1%
COc1ccc(-c2cc(C(=O)N(C)CC(=O)Nc3ccccc3Cl)c3ccccc3n2)cc1OC	0%	21µM*	-12%

(more compounds)
SMILES	FEN1 inh	TDP1 cell CPT	GCN5L2 inh
c1ccc(CNc2ccc(CNc3ncn[nH]3)cc2)cc1	-6%	-14%	-2%
CN(C)CCNC(=O)c1cccc(NS(=O)(=O)c2ccc(Cl)c(Cl)c2)c1	16%	-24%	-2%
Nc1nc(-c2ccc(-c3ccccc3)cc2)cs1	-5%	-21%	-9%
CN(Cc1nc2ccccc2c(=O)[nH]1)c1ccccc1	3%	?	2%
O=C(O)c1ccc2c(c1)C(=O)N(N1C(=O)c3ccccc3C1=O)C2=O	-5%	1%	-1%
COc1ccccc1N1CCN(C(=O)CSc2ncccc2-c2nc3ccccc3[nH]2)CC1	1%	15µM*	-3%[0.501 µM]
COc1ccc(OC)c(/C=N/NC(=O)CSc2nnc(C)n2-c2ccccc2)c1	2%	-15%	-3%
O=C(NC(=S)Nc1ccc(S(=O)(=O)Nc2nccs2)cc1)c1ccc(F)cc1	-10%	2%	-8%
O=C(Cc1cccs1)N/N=C/C=C\c1ccccc1[N+](=O)[O-]	4%	3%	-10%
COC(=O)Cc1c(C(=O)OC)nnn1-c1ccc(OC(F)(F)F)cc1	2%	-10%	3%
COc1ccc(C(=O)NCC(=O)N2CCC(C)CC2)cc1OC	0%	2%	-3%
CC(C)(C)OC(=O)NCCCCCc1nnc(SCc2cccc(F)c2)o1	-6%	?	0%
CC(C)(C)c1cnnn1-c1ccc(C=O)cc1	-2%	-20%	-5%
Cc1cccc(Cn2c(CN3CCN(Cc4ccccc4)CC3)nc3c2c(=O)[nH]c(=O)n3C)c1	-4%	?	-2%
CCc1ccccc1N(CC(=O)NC1CCCCC1)C(=O)CNC(=O)c1ccco1	11%	2%	-4%
Cc1ccc2ccccc2[n+]1CCCCI	-8%	-19%	·
CCCCN1CC(=O)N2[C@@H]3c4cc(Br)ccc4OC[C@@H]3[C@H](C(=O)OCC)[C@]2(C)C1=O	10%	?	·
CC1=C(C(=O)OC(C)C)C(c2cccnc2)C2=C(CCCC2=O)N1 (stereo not given)	-7%	-6%	-10%
CC1Cc2ccccc2N1C(=O)COC(=O)Cn1cnc2ccccc2c1=O (stereo not given)	-3%	-11%	1%
C=CCN1C(=O)/C(=C\c2ccc(Cl)cc2)N=C1SCC(=O)NC1CCCCC1	-1%	-5%	-12%
CCOC(=O)N1CCN(c2ccc(C(C)=O)cc2F)CC1	-2%	-19%	-3%

Screening data deposited in PubChem by National Center for Advancing Translational Sciences (NCATS).
